S100A4 MyoIIA = inhibitors of S100A4-myosin IIA peptide binding, primary screen, biochemical, fluorescence polarization, TAMRA-MyoIIA peptide; inhibition, % at 10.7 µM; Protein S100-A4 (Homo sapiens), P26447; 360,000 tested, 0.14% active; AID 652163, 2013;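 active = mean inhibition of at least 70% across replicates, with every replicate also reaching that level; inconclusive = mean inhibition reaches 70% but some replicates fall short; inactive = mean inhibition below 70%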
Target sequence (P26447 whole entry, looked up): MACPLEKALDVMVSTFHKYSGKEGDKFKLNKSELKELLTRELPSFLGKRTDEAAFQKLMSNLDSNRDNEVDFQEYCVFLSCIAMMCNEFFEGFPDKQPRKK
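Material: S100A4 monomer protein / Buffer or medium: 50 mM HEPES pH 7.2, 10 mM CaCl2, 100 mM KCl / Times: 5 min incubation before reading / Benchmarks: neutral control DMSO, positive control TFP / Reagent: labelled myosin peptide probe, 5 nM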
DENV2 CPE = inhibitors of DENV2 cytopathic effect, primary screen, cell-based, plate reader, single concentration; 350,000 tested, 1.7% active; DENV2-infected cells, cytopathic effect rescue; AID 651640, 2012; CPE inhibition, % at 9.99 µM; in the data active = CPE inhibition above about 20%, passing the limit was not always enough; inconclusive = no clear call, values can overlap the other calls; tested in BHK-21 cells;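 also: 0% = median of neutral control wells and 100% = median of positive control wells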
SIRT5 inh = SIRT5 desuccinylase inhibitors, primary screen, biochemical, fluorescence imaging, single point, set 5 | NAD-dependent protein deacylase sirtuin-5, mitochondrial (Homo sapiens), Q9NXA8 | 330,000 tested, 1.1% active | inhibition, % at 15 µM | Purified SirT5, succinyl-peptide AMC, trypsin-coupled fluorescence; in the data active = inhibition above about 15%; inconclusive = no clear call, values can overlap the other calls
Target sequence (Q9NXA8 whole entry, looked up): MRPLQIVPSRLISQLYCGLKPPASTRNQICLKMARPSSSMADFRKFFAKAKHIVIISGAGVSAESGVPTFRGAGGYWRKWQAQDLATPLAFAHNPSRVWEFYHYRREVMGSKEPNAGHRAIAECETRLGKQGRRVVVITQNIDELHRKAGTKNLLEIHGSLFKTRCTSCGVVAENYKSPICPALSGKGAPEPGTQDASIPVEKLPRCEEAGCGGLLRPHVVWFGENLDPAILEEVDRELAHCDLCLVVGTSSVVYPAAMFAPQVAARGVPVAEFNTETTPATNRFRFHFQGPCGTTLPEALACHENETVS
Statin myotox sup = suppressors of statin myotoxicity in C2C12 myotubes, primary screen, cell-based, single point, plate reader; C2C12 myotubes + simvastatin, ATP luminescence, 48 h; scaled: DMSO 0, geranylgeraniol control 100; rescue of ATP level, % at 7.49 µM; 330,000 tested, 0.78% active; AID 602340, 2012;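 active = mean ATP rescue above about 67%, or every replicate alone reaching that limit, limit read from the data, passing the limit was not always enough; inconclusive = no clear call, values can overlap the other calls; inactive = mean under the limit and some replicate under it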;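 also: myotubes were challenged with 10 µM simvastatin during compound exposure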
E-sel inducer = E-selectin induction in HUVECs, primary screen, imaging, HUVEC, immunofluorescence imaging, single point; P16581; normalized: neutral wells 0, TNF-alpha wells 100; activation, % at 7.58 µM; 260,000 tested, 0.37% active;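 active = mean E-selectin-positive cell signal at least 10% of the positive control, reached in at least 60% of replicates, without over 20% cell loss; inconclusive = no rule given, readout overlaps actives, possibly toxicity-flagged; inactive = the rest, including those meeting only one limit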;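 also: in these data hits start at about 27%; measured in HUVEC primary endothelial cells; signal is the percent of cells scored E-selectin positive by PE staining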
Target sequence (P16581 whole entry, looked up): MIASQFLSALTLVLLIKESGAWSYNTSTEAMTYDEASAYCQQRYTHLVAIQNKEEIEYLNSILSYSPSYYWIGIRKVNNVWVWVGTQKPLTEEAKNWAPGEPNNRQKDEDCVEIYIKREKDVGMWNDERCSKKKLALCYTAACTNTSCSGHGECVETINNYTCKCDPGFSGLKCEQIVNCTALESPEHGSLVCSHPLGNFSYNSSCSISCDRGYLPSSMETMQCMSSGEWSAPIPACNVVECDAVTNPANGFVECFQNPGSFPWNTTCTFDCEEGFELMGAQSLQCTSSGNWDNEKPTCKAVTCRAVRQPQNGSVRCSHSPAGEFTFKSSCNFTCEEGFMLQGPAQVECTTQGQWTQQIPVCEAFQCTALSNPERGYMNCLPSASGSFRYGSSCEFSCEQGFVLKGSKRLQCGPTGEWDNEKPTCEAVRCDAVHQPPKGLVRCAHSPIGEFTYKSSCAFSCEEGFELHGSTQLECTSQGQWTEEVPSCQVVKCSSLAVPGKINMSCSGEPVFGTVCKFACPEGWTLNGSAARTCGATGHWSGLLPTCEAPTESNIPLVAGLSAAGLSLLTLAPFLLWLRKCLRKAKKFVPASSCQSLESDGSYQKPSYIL
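Read-out: % PE-positive cells | Test system: HUVEC | Doses: One compound dose added by pin transfer | Buffer or medium: EGM-2 over gelatin coat | Signal: Immunofluorescence imaging | Benchmarks: TNF-alpha, DMSO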
PglD inh = C. jejuni PglD acetyltransferase inhibitors, primary screen, biochemical, DTNB colorimetric, single point; inhibition, % at 12.5 µM; 360,000 tested, 0.098% active; AID 602405, 2012; purified PglD enzyme, DTNB colorimetric CoA detection; UDP-N-acetylbacillosamine N-acetyltransferase PglD (Campylobacter jejuni); in the data active = inhibition above about 16%, passing the limit was not always enough; inconclusive = no clear call, values can overlap the other calls; also: strong numbers were not always called active
ERp5 block = inhibitors of ERp5-driven insulin aggregation, primary screen, biochemical, turbidity, absorbance 650 nm, single point | 350,000 tested, 0.05% active | 90 min | AID 651711, 2012 | inhibition, % at 9.99 µM;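 active = mean replicate inhibition above about 25%, with every replicate also reaching it, limit read from the data, passing the limit was not always enough; inconclusive = only one of those two criteria met; inactive = neither criterion met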
Starred values were filed as active, the others as inactive.

Start of the data: the first 5 entries, to show the layout:
What do the screens show for `CO[C@H]1CN(C)C(=O)c2ccc(NC(C)=O)cc2OC[C@@H](C)N(Cc2ccccn2)C[C@H]1C`?
S100A4 MyoIIA: 1; DENV2 CPE: -8; SIRT5 inh: 4; Statin myotox sup: 11; E-sel inducer: -0.1; PglD inh: -3; ERp5 block: -1

What do the screens show for `Cc1ccc(NC(=O)c2ccc(N3CCCC3=O)cc2)cc1S(=O)(=O)N1CCCCC1`?
S100A4 MyoIIA: -1; DENV2 CPE: inconclusive; SIRT5 inh: -3; Statin myotox sup: 6; PglD inh: 4; ERp5 block: 12

Results for CCOC(=O)c1c(CN(CC)CC)n(-c2ccccc2)c2ccc(O)cc12 ?
S100A4 MyoIIA: -2; DENV2 CPE: 5; SIRT5 inh: -4; E-sel inducer: -0.1; ERp5 block: 2

How did O=C1[C@H]2CC3CCC2(O3)[C@@H]2OCCCN12 (some centres not stated) do in these assays?
S100A4 MyoIIA: 2; DENV2 CPE: -3; Statin myotox sup: -4; E-sel inducer: 0.0; PglD inh: 1; ERp5 block: -16

How did O=C(CCN=C1NS(=O)(=O)c2ccccc21)OCC(=O)c1ccccc1Cl do in these assays?
S100A4 MyoIIA: -4; DENV2 CPE: 2; SIRT5 inh: 16*; E-sel inducer: 1.0; ERp5 block: 0

Main list, from the first entry:
What do the screens show for `CO[C@H]1CN(C)C(=O)c2ccc(NC(C)=O)cc2OC[C@@H](C)N(Cc2ccccn2)C[C@H]1C`?
S100A4 MyoIIA: 1; DENV2 CPE: -8; SIRT5 inh: 4; Statin myotox sup: 11; E-sel inducer: -0.1; PglD inh: -3; ERp5 block: -1

What do the screens show for `Cc1ccc(NC(=O)c2ccc(N3CCCC3=O)cc2)cc1S(=O)(=O)N1CCCCC1`?
S100A4 MyoIIA: -1; DENV2 CPE: inconclusive; SIRT5 inh: -3; Statin myotox sup: 6; PglD inh: 4; ERp5 block: 12

Results for CCOC(=O)c1c(CN(CC)CC)n(-c2ccccc2)c2ccc(O)cc12 ?
S100A4 MyoIIA: -2; DENV2 CPE: 5; SIRT5 inh: -4; E-sel inducer: -0.1; ERp5 block: 2

How did O=C1[C@H]2CC3CCC2(O3)[C@@H]2OCCCN12 (some centres not stated) do in these assays?
S100A4 MyoIIA: 2; DENV2 CPE: -3; Statin myotox sup: -4; E-sel inducer: 0.0; PglD inh: 1; ERp5 block: -16

How did O=C(CCN=C1NS(=O)(=O)c2ccccc21)OCC(=O)c1ccccc1Cl do in these assays?
S100A4 MyoIIA: -4; DENV2 CPE: 2; SIRT5 inh: 16*; E-sel inducer: 1.0; ERp5 block: 0

How did CCC(=O)N[C@H]1CC[C@H](CCn2cc(CN(C)C)nn2)O[C@H]1CO do in these assays?
S100A4 MyoIIA: 16; DENV2 CPE: 3; SIRT5 inh: 1; Statin myotox sup: -2; E-sel inducer: -0.1; PglD inh: 0; ERp5 block: -4

How did CCOc1ccc(NC(=O)Nc2cc(C(C)C)c(O)cc2C)cc1 do in these assays?
S100A4 MyoIIA: 6; DENV2 CPE: 0; SIRT5 inh: -5; Statin myotox sup: 18; E-sel inducer: -0.7; PglD inh: 0; ERp5 block: -6

Results for CC1(C)Cc2c(cnn2-c2ccc(F)cc2)C(NC(=O)c2ccco2)C1 (configuration not stated) ?
S100A4 MyoIIA: -11; DENV2 CPE: -6; SIRT5 inh: -2; Statin myotox sup: -3; E-sel inducer: -1.0; PglD inh: -3; ERp5 block: -5

Results for COc1cc2oc(=O)cc(-c3cccc(-c4cccc(C)c4)c3)c2c(OC)c1OC ?
S100A4 MyoIIA: -2; DENV2 CPE: -17; SIRT5 inh: 3; Statin myotox sup: 21; E-sel inducer: 0.6; PglD inh: -3; ERp5 block: 2

Results for COc1ccc(Nc2nc(C(=O)NCc3ccco3)cs2)cc1 ?
S100A4 MyoIIA: -1; DENV2 CPE: 4; SIRT5 inh: -3; E-sel inducer: -0.2; PglD inh: 1; ERp5 block: 4

How did Cc1ccc2c(C)c(C(=O)N3CCN(c4ncccn4)CC3)oc2c1C do in these assays?
S100A4 MyoIIA: 2; DENV2 CPE: -9; SIRT5 inh: 0; Statin myotox sup: 12; E-sel inducer: -0.4; PglD inh: 2; ERp5 block: 0

What do the screens show for `C=C1C(=O)[C@]23C[C@H]1CC[C@H]2[C@]1(C)[C@@H](O)CC[C@@](C)(C(=O)O)[C@H]1C[C@@H]3O`?
S100A4 MyoIIA: -2; DENV2 CPE: -19; SIRT5 inh: 0; Statin myotox sup: 32; E-sel inducer: 0.1; PglD inh: -4; ERp5 block: 0

How did CC(=O)c1ccc(N2CCN(C(=S)Nc3ccccc3F)CC2)cc1 do in these assays?
S100A4 MyoIIA: -2; DENV2 CPE: 0; SIRT5 inh: -3; E-sel inducer: -1.9; ERp5 block: inconclusive

How did CC=Cc1ccc2n(c1=O)C[C@H]1[C@H](CO)[C@@H](C(=O)NCc3ccccc3F)N(S(C)(=O)=O)[C@@H]21 (mixture of isomers) do in these assays?
S100A4 MyoIIA: -9; DENV2 CPE: 4; SIRT5 inh: -8; Statin myotox sup: -15; E-sel inducer: -0.1; PglD inh: -2; ERp5 block: 0

Results for O=C(CSc1nnnn1-c1cccnc1)Nc1cccc(Cl)c1 ?
S100A4 MyoIIA: -1; DENV2 CPE: 11; SIRT5 inh: -3; Statin myotox sup: 20; PglD inh: -1; ERp5 block: -1

Results for Cc1ccc(OCc2nnc(N)s2)cc1 ?
S100A4 MyoIIA: 1; SIRT5 inh: -1; Statin myotox sup: 9; E-sel inducer: 0.2; ERp5 block: 1

What do the screens show for `CCN(C(=O)COC(=O)/C=C/c1ccc(OC)c(OC)c1)c1c(N)n(Cc2ccccc2)c(=O)[nH]c1=O`?
S100A4 MyoIIA: 2; DENV2 CPE: -4; SIRT5 inh: -5; Statin myotox sup: 1; E-sel inducer: 1.0; PglD inh: -3; ERp5 block: 1

Results for O=c1cc(CO)oc2ccccc12 ?
S100A4 MyoIIA: -3; DENV2 CPE: -16; SIRT5 inh: -1; Statin myotox sup: 14; E-sel inducer: 0.4; PglD inh: -3; ERp5 block: 2

Results for CCC(=O)N1C[C@H](C)[C@@H](OC)CN(C)C(=O)c2ccc(NC(=O)Nc3cccc(F)c3)cc2OC[C@@H]1C ?
S100A4 MyoIIA: -6; DENV2 CPE: -12; SIRT5 inh: 5; Statin myotox sup: 11; E-sel inducer: -0.2; PglD inh: 0; ERp5 block: 2

What do the screens show for `CC(C)(O)C#Cc1ccc(C(=O)NCCc2ccc(S(N)(=O)=O)cc2)cc1`?
S100A4 MyoIIA: 1; DENV2 CPE: -5; SIRT5 inh: 2; ERp5 block: 1

How did O=C1Cc2cc(NS(=O)(=O)c3ccc(Cl)cc3)cc3c2N1CCC3 do in these assays?
S100A4 MyoIIA: 1; DENV2 CPE: -5; SIRT5 inh: 0; PglD inh: 0; ERp5 block: 0

What do the screens show for `COc1cc(NC(=O)Nc2nc(C(N)Cc3ccc(C(F)(F)F)cc3)cs2)cc(OC)c1OC` (configuration not stated)?
S100A4 MyoIIA: 5; DENV2 CPE: 10; SIRT5 inh: -5; Statin myotox sup: -21; E-sel inducer: -0.2; PglD inh: -8; ERp5 block: 0

What do the screens show for `Cc1nc(C)n(CCNS(=O)(=O)c2ccc(C)c(C)c2)n1`?
S100A4 MyoIIA: -2; DENV2 CPE: 2; SIRT5 inh: -6; Statin myotox sup: 10; PglD inh: -1; ERp5 block: -8

What do the screens show for `COc1ccc2c3c([nH]c2c1)[C@@H](CO)N(S(C)(=O)=O)CC31CCN(C(=O)c2ccncc2)CC1`?
S100A4 MyoIIA: 6; DENV2 CPE: -9; SIRT5 inh: -1; E-sel inducer: -0.3; ERp5 block: 0

How did COCC(=O)N1C[C@@H](C)[C@@H](OC)CN(C)C(=O)c2cc(NC(=O)NC(C)C)ccc2OC[C@H]1C do in these assays?
S100A4 MyoIIA: 5; DENV2 CPE: inconclusive; SIRT5 inh: 0; Statin myotox sup: 11; E-sel inducer: 0.3; PglD inh: 1; ERp5 block: 4

How did O=C(N[C@@H]1CC[C@H](CCn2cc(C3CCCC3)nn2)O[C@@H]1CO)c1cccnc1 do in these assays?
S100A4 MyoIIA: -1; DENV2 CPE: -2; SIRT5 inh: -1; E-sel inducer: -0.1; ERp5 block: 0

Results for O=c1[nH][nH]c2c([N+](=O)[O-])ccc(F)c12 ?
S100A4 MyoIIA: -1; DENV2 CPE: 3; E-sel inducer: -0.4; ERp5 block: 4

What do the screens show for `COc1ccc(S(=O)(=O)N2CCCC(C(=O)N3CCOCC3)C2)cc1OC` (configuration not stated)?
S100A4 MyoIIA: -1; DENV2 CPE: -2; SIRT5 inh: -2; Statin myotox sup: 0; PglD inh: 0; ERp5 block: 1

Results for C[C@H](CO)N1C[C@H](C)[C@@H](CN(C)C(=O)c2ccccn2)Oc2ncc(-c3cccc(C#N)c3)cc2C1=O ?
S100A4 MyoIIA: 0; DENV2 CPE: 14; SIRT5 inh: -8; Statin myotox sup: -15; E-sel inducer: 0.8; PglD inh: -3; ERp5 block: 13

What do the screens show for `CC(C)(C)c1ccc(S(=O)(=O)Nc2ccccn2)cc1`?
S100A4 MyoIIA: 7; DENV2 CPE: 1; Statin myotox sup: 8; PglD inh: -5; ERp5 block: 2

Results for CSc1ccc(NC(N)=S)cc1 ?
S100A4 MyoIIA: -1; DENV2 CPE: -1; SIRT5 inh: -1; ERp5 block: 5

What do the screens show for `CC(=O)c1cccc(N(C(=O)Cn2nnc3ccccc32)C(C(=O)NCC2CCCO2)c2ccc(N3CCOCC3)cc2)c1` (configuration not stated)?
S100A4 MyoIIA: 8; DENV2 CPE: -2; SIRT5 inh: 1; ERp5 block: -1

How did CC(C)(C)OC(=O)NCCC(=O)Oc1ccc2ccc(=O)oc2c1 do in these assays?
S100A4 MyoIIA: -4; Statin myotox sup: -16; PglD inh: -4

Results for CCOc1ccc(NC(=O)CN2C(=O)/C(=C3\SC(=S)N(C4CCS(=O)(=O)C4)C3=O)c3ccccc32)cc1 (configuration not stated) ?
S100A4 MyoIIA: -2; DENV2 CPE: 8; SIRT5 inh: -3; Statin myotox sup: -8; E-sel inducer: 1.5; PglD inh: -5; ERp5 block: -2

What do the screens show for `COc1ccc(CN2CC3(CN(C(=O)C4CCC4)C3)c3c(n(C)c4cc(OC)ccc34)[C@H]2CO)cc1`?
S100A4 MyoIIA: -4; DENV2 CPE: -3; E-sel inducer: 0.0; ERp5 block: 0

What do the screens show for `COc1ccc(Cn2c(C)nc([N+](=O)[O-])c2SCC(=O)O)cc1[N+](=O)[O-]`?
S100A4 MyoIIA: -10; DENV2 CPE: 1; SIRT5 inh: -4; ERp5 block: -10

What do the screens show for `CN(C)CCCOc1ccc(-c2cccc3nncn23)cn1`?
S100A4 MyoIIA: 0; DENV2 CPE: -3; Statin myotox sup: -7; E-sel inducer: 0.0; PglD inh: 3; ERp5 block: 2

These rows are one share of the data; the hit share may differ from the screen's.
